Screening data (PubChem BioAssay)
ABCB6 inh MLPCN – ABCB6 transporter inhibitors, primary screen, K562-ABCB6 cells, flow cytometry, MLPCN library. AID 602162, 2011. ATP-binding cassette sub-family B member 6 (Homo sapiens), Q9NP58. 0.19% of 360,000 active. fluorescence ratio to DMSO, % at 10 µM. K562-ABCB6 porphyrin accumulation, 1 h; active compounds read low;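 active means fluorescence ratio to DMSO below 75%, the collection mean minus 3 SD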;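 further: signal is porphyrin accumulated inside mitochondria; 100% equals median channel fluorescence of DMSO control wells; lower ratio means ABCB6 inhibition with less porphyrin fluorescence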
Target sequence (Q9NP58 whole entry, looked up): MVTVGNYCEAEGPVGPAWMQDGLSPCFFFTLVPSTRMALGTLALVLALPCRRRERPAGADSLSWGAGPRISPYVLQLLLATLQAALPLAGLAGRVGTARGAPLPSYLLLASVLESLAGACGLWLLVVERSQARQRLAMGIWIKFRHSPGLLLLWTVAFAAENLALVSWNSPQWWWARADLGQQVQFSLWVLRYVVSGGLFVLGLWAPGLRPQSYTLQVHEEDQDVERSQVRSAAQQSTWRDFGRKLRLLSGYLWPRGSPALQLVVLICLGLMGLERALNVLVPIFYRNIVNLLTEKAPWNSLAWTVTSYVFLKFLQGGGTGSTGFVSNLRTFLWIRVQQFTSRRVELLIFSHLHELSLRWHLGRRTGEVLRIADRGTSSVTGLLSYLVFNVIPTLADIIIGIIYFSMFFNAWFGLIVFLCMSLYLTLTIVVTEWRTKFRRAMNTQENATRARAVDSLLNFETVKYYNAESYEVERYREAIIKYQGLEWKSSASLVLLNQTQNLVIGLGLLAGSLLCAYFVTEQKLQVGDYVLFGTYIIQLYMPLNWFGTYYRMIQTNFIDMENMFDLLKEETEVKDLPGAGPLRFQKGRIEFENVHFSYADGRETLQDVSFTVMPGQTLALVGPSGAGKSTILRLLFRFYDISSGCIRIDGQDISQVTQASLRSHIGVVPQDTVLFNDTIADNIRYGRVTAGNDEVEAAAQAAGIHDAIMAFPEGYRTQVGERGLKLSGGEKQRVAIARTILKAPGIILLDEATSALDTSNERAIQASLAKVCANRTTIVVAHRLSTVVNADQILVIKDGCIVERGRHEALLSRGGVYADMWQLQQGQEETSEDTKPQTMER
Glyco luc inh – increase of ERlucT glycosylation luciferase signal, primary screen, N-linked glycosylation inhibitor project, D54 ERlucT cells, luminescence, set 2 | AID 588692, 2011 | D54 ERlucT glycosylation luciferase reporter, 24 h; percent of 100 nM tunicamycin response | reporter increase, % at 12.5 µM | 0.23% of 360,000 active;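 active means mean luciferase reporter signal, scaled so untreated is 0 and the glycosylation-blocking control 100, at or above a set limit in every replicate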;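 further: luciferase carries N-glycosylation sites so blocking glycosylation raises the light; 0% = median of neutral control wells and 100% = median of 100 nM tunicamycin wells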
Granule exo inh – LAMP-1 surface exposure blockers, TALL-104 cells – cell-based, flow cytometry, MLPCN library, primary screen; TALL-104 LAMP-1 surface exposure; cells stimulated with thapsigargin and PMA; inhibition, % at 10 µM; 0.66% of 360,000 active; AID 651702, 2012;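 active means inhibition above about 55%, limit read from the data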
An asterisk follows results filed as active; / = no result given. An excerpt; the hit share may differ from the screen's.

SMILES | ABCB6 inh MLPCN | Glyco luc inh | Granule exo inh
CC(C)Oc1cc(C(=O)N2CCC(N3CCCCC3)CC2)ccc1Nc1nnc(Cl)c(Nc2ccccc2S(C)(=O)=O)n1 | / | -6 | /
O=C(C1CCCCC1)N1CC(=O)N2CCc3ccccc3C2C1 (centres undefined) | / | 1 | /
Cc1ccc(C(=O)c2c3ccc([N+](=O)[O-])cc3[n+]([O-])n2CCC(N)=O)cc1 | / | -3 | /
Nc1nnc(SCC(=O)c2ccc3ccccc3c2)s1 | 94 | 0 | 3

2 successive records already listed, for reference:
SMILES | ABCB6 inh MLPCN | Glyco luc inh | Granule exo inh
Cc1ccc(C(=O)c2c3ccc([N+](=O)[O-])cc3[n+]([O-])n2CCC(N)=O)cc1 | / | -3 | /
Nc1nnc(SCC(=O)c2ccc3ccccc3c2)s1 | 94 | 0 | 3

Entries shown so far that contain sulfur:
SMILES | ABCB6 inh MLPCN | Glyco luc inh | Granule exo inh
CC(C)Oc1cc(C(=O)N2CCC(N3CCCCC3)CC2)ccc1Nc1nnc(Cl)c(Nc2ccccc2S(C)(=O)=O)n1 | / | -6 | /
Nc1nnc(SCC(=O)c2ccc3ccccc3c2)s1 | 94 | 0 | 3
